# ERG Ets-DNA blk = qHTS for Small Molecule Inhibitors of the ERG Ets/DNA interaction; 0.028% of 370,000 active; Potency, µM (top dose mostly 76.9 µM), without a hit: at the highest dose FP activity, negative = inhibition, usual class: inhibitors; fluorescence polarization, His-ERG Ets domain / labelled DNA; active means well fitted inhibition curve with a large enough effect in the polarisation, with a control signal flat; inconclusive means small, poorly fitted or top-dose-only effect, or effect the other way, or a change in a side signal; inactive means no such curve, though single readings can be large or run the other way; the % refers to the polarisation;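 further: polarization taken with two DNA probes labelled with fluorescein and Texas red; potency means the concentration at half of the fitted maximal effect; % of control where 0% means no effect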
#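 His-tagged ERG Ets domain (1 uM in the protein solution; 300mM KCl, 50mM Tris-HCl, 1mM EDTA, 1mM DTT, pH 7.5) received compound, then a probe mix of 5 nM fluorescein-DNA and 100nM Texas-615-DNA. Fluorescence polarization was read for both dyes.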
# RGS4 inhibitor = Inhibitors of Regulator of G Protein Signaling (RGS) 4: qHTS; 0.039% of 390,000 active; AID 504845, 2011; Potency, µM (doses to about 114 µM), for inactives: at the top dose activity change, negative = inhibition, actives largely listed as inhibitors; Transcreener GDP fluorescence polarization, RGS4-accelerated GTP hydrolysis; further: potency means the concentration at half of the fitted maximal effect; on the % scale 0 is the no-effect control and ±100 the full control effect; nearly all actives have a fitted effect of over 75% in size; some results filed as inactive show a strong effect at the top dose
# Target sequence (P49798 whole entry, looked up): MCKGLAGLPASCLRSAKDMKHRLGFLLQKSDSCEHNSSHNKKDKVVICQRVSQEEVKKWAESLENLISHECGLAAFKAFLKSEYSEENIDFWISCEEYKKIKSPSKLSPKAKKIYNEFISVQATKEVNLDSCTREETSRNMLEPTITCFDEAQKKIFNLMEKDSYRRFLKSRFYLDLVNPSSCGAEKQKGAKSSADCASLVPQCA
#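 MLSMR compounds (23 nl, pin-transferred) preincubated 10 min at room temperature with a 500nM (2x) first reagent, then RGS4 at 900nM (2x) plus Transcreener GDP mix added; fluorescence polarization (620/688 nm) read before and after 90 min at 30 °C.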
# Pol kappa inh = qHTS for Inhibitors of Polymerase Kappa; DNA polymerase kappa (Homo sapiens), Q9UBT6; purified Pol kappa, fluorescent DNA synthesis assay, 10 min; Potency, µM (top dose mostly 107 µM), without a hit: at the highest dose activity, negative = inhibition, most hits filed as inhibitors; 0.53% of 400,000 active; AID 588579, 2011; further: potency means the concentration at half of the fitted maximal effect; on the % scale 0 is the no-effect control and ±100 the full control effect
#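 50 nM final substrate added after 15 min RT preincubation of 10 nM Pol kappa with compound; fluorescence read at 0 and 10 min.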
# Pol beta inh = qHTS Assay for Inhibitors of DNA Polymerase Beta; Potency, µM (titrated, usually from 114 µM), for inactives: top-dose activity change, negative = inhibition, usual class: inhibitors; Pol beta primer extension/strand displacement, fluorescence kinetic; P06746; 1.3% of 340,000 active; further: potency means the concentration at half of the fitted maximal effect; on the % scale 0 is the no-effect control and ±100 the full control effect
#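 Kinetic readout of DNA synthesis with strand displacement by Pol beta. Compound and 10 nM enzyme sit 15 min at room temperature; 50 nM substrate starts the reaction, read immediately and at 10 min.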
# 12-LOX inh = Primary qHTS assay for inhibitors of human arachidonate 12S-lipoxygenase (ALOX12): Round 2; Polyunsaturated fatty acid lipoxygenase ALOX12 (Homo sapiens), P18054; purified 12hLO, xylenol orange hydroperoxide absorbance; Potency, µM (titrated, usually from 108 µM), inactives show top-dose activity change, negative = inhibition, actives largely listed as inhibitors; 1.1% of 580,000 active; AID 1671190, 2021; further: potency means the concentration at half of the fitted maximal effect; on the % scale 0 is the no-effect control and ±100 the full control effect
# Target sequence (P18054 whole entry, looked up): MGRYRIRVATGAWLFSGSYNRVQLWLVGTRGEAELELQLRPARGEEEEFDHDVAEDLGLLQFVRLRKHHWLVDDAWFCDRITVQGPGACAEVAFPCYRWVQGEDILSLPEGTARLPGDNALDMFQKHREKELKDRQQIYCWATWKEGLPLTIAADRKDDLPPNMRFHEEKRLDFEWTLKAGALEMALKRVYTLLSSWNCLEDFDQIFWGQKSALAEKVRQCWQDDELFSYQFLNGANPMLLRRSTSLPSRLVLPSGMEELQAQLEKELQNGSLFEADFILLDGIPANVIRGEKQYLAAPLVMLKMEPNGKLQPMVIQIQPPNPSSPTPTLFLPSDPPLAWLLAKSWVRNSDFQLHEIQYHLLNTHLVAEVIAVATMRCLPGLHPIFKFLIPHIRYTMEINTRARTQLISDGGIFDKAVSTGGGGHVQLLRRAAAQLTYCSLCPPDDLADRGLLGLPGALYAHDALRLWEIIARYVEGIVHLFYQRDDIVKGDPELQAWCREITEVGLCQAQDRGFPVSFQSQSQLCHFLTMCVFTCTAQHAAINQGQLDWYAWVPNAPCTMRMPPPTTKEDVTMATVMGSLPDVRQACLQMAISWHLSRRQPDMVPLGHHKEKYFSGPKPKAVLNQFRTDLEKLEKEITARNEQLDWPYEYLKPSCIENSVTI
#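 Hydroperoxide product was detected by ferrous iron/xylenol orange as the 573 to 405 nm absorbance ratio. Arachidonic acid at 40 uM (final) was turned over for 30 min at room temperature by 150 nM human 12hLO, pH 7.0 Hepes buffer, after 15 min compound preincubation.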
# Apoferritin bind = qHTS Assay for Identification of Novel General Anesthetics; Ferritin light chain (Equus caballus), P02791; apoferritin/1-aminoanthracene competitive binding, fluorescence; Potency, µM (series often up to 77.5 µM), without a hit: at the top dose activity change, negative = displacement, most hits filed as inhibitors; 0.074% of 350,000 active; AID 485281, 2010; further: potency means the concentration at half of the fitted maximal effect; on the % scale 0 is the no-effect control and ±100 the full control effect; nearly all actives have a fitted effect of over 20% in size
# Target sequence (P02791 2-175 limits assumed): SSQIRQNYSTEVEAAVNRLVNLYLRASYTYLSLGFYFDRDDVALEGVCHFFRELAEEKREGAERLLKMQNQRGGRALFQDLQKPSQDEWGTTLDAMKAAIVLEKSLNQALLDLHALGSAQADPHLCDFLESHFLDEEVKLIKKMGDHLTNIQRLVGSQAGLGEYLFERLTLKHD
#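 Horse-spleen apoferritin (10 uM) in 50% saturated 1-aminoanthracene in PBS was incubated 10 min at room temperature with compound. Fluorescence (ex 380, em 535 nm) was normalized to free and bound 1-AMA, with concentration-response fitted by a four-parameter Hill equation.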
# APEX1 inh = qHTS Assay for Inhibitors of the Human Apurinic/apyrimidinic Endonuclease 1 (APE1). DNA repair nuclease/redox regulator APEX1 (Homo sapiens), P27695. recombinant APE1, TAMRA/BHQ-2 abasic DNA cleavage fluorescence. Potency, µM (highest dose often 65.8 µM), for inactives: at the highest dose activity change, negative = inhibition, most hits filed as inhibitors. 0.35% of 350,000 active. AID 2517, 2012;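 further: potency means the concentration at half of the fitted maximal effect; plate controls were vehicle for no effect and reference inhibitor for full effect; nearly all actives have a fitted effect of over 55% in size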
#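 Activity was derived from the fluorescence gain between first and third kinetic reads (60 s intervals, ex 525/em 598 nm) after 50 nM THF-abasic TAMRA/BHQ-2 duplex was added to 0.75 nM APE1 preincubated 15 min with compound.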
# POLH inh = qHTS for Inhibitors of Polymerase Eta; DNA polymerase eta (Homo sapiens), Q9Y253; recombinant Pol eta, fluorescent DNA replication assay; Potency, µM (series often up to 114 µM), inactives show at the highest dose activity change, negative = inhibition, usual class: inhibitors; 1.2% of 390,000 active; AID 588591, 2011; further: potency means the concentration at half of the fitted maximal effect; on the % scale 0 is the no-effect control and ±100 the full control effect
#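 Pol eta (10 nM) was preincubated with compounds for 15 min at room temperature, after which fluorescent replication substrate (50 nM final) was added to start the reaction. Fluorescence was read kinetically at 0 and 10 min.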
# LDHA block = qHTS assay for inhibitors of human lactate dehydrogenase; 0.15% of 480,000 active; purified LDHA, NADH/diaphorase-resazurin fluorescence; hits give low values; L-lactate dehydrogenase A chain (Homo sapiens), P00338; activity change, % (values are at about 110 or 230 µM); in the data active means activity change below about -30%; inconclusive means mostly about -25% to -30%;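 further: plate controls were DMSO wells for no effect and wells without enzyme for full effect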
#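 Remaining NADH was detected by diaphorase (0.133 mg/mL) converting 37 µM resazurin to fluorescent resorufin, read at 0 and 20 minutes. The preceding 5-minute room-temperature reaction used 2 nM LDHA, 0.2 mM sodium pyruvate and 0.06 mM NADH at pH 7.4.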
# Starred values were filed as active, the others as inactive; ? = inconclusive; nt = not tested or not shown; [ ] = another dose, or the depositor's remark. Unless noted, the call rests on the fitted dose curve; in most records, active means well fitted curve in the direction sought with a large enough effect; inconclusive means small, poorly fitted or top-dose-only effect, or another doubt; inactive means no such curve, though single readings can be large; an effect the other way counts as inactive or inconclusive. Not all compounds are listed; count on the stated rates, not on these rows.
SMILES,ERG Ets-DNA blk,RGS4 inhibitor,Pol kappa inh,Pol beta inh,12-LOX inh,Apoferritin bind,APEX1 inh,POLH inh,LDHA block
CCN(CC)C(=O)[C@H]1C[C@H](CC(=O)NCc2ccc(OC)c(OC)c2)C(=O)N2CCc3c([nH]c4ccc(Cl)cc34)[C@]12C,1%,-7%,-19%,nt,-2%,nt,-15%,-8%,-8
COC(=O)c1cc(NC(=O)c2ccc(F)cc2)cc(C(=O)OC)c1,-2%,14%,-4%,-1%,11%,-12%,-1%,-1%,-10
NS(=O)(=O)c1ccc(NC(=O)COC(=O)C2(c3ccccc3F)CCCC2)cc1,-12%,9%,-17%,2%,-15%,0%,-3%,-17%,2
O=C(Nc1ccccc1N1CCN(C(=O)c2ccccc2)CC1)c1ccco1,-2%,20%,-8%,3%,-8%,-15%,72%,-11%,-4
O=C(NC1CCCCC1)c1ccc(S(=O)(=O)N2CCCCC2)cc1,-5%,5%,-5%,5%,0%,-1%,0%,3%,-10
Cc1cc(C)c(NC(=O)CNC(=O)c2ccccc2OCc2c(C)noc2C)c(C)c1,-6%,-5%,-35%,nt,-19%,nt,20%,-17%,-3
COC(=O)c1c(NS(=O)(=O)Cc2ccccc2)sc2c1CCCC2,nt,-27%,-3%,21%,-6%,-5%,-1%,9%,-3
COc1ccc(C)cc1S(=O)(=O)NC(C)C(=O)Nc1ccc2c(c1)OCO2 (centres undefined),-6%,-2%,3%,6%,-5%,-3%,-4%,-20%,16
COc1cc(NC(=O)Cn2c(=O)n(CC(=O)NCCc3ccc(OC)c(OC)c3)c(=O)c3sccc32)cc(OC)c1,1%,-23%,-7%,-25%,?,2%,nt,?,-2
Cc1ccc(OCCC(=O)OCC(=O)Nc2c(C)nn(-c3ccccc3)c2C)cc1,4%,-3%,-5%,nt,-24%,nt,2%,-15%,-2
Cn1c(N)c(C(=O)CSc2nnc3n2CCCCC3)c(=O)n(C)c1=O,10%,17%,0%,nt,235%[activator],nt,2%,-9%,-5
CCN(c1ccccc1)c1nc(=O)c2cccnc2s1,-3%,-10%,6%,1%,-25%,-11%,2%,-1%,0
CC(C)(C)c1ccc(OCC(=O)Nc2ccc3c4c(cccc24)C(=O)NC3=O)cc1,16%,-8%[56.9 µM],-6%,10%,-1%,0%,-9%,-15%,0
Cc1ccccc1OCC(=O)NS(=O)(=O)c1ccc(Cl)cc1,4%,16%,-22%,3%,0%,-5%,-2%,-2%,-2
Cc1ccc(NC(=O)CN2C(=O)NC3(CCCc4ccccc43)C2=O)c(Cl)c1 (centres undefined),3%,-19%,0%,nt,0%,nt,8%,-18%,-4
CCOC(=O)c1ccccc1NC(=O)COC(=O)CN1C(=O)C2CC=CCC2C1=O (centres undefined),4%,-33%,-12%,-12%,?,-20%,61%[activator],-15%,-7
CC(C)CC(=O)NS(=O)(=O)c1ccc(NC(=O)c2ccco2)cc1,-1%,0%,2%,5%,nt,-4%,4%,-18%,9
Cc1cccc(OCCCc2c(C)n[nH]c2C)c1,-1%,23%,-8%,17%,-24%,?,-1%,0%,-5
COc1ccccc1C(=O)N1CCC(N2CCN(c3ccccc3OC)CC2)CC1,0%,-4%,-2%,18%,?,-6%,-1%,-8%,-15
COc1ccc(NC(=O)c2c(NC(=O)COc3ccccc3)sc3c2CCC(C)C3)cc1 (centres undefined),10%,19%,-3%,1%,-1%,53%[activator],nt,-9%,-5
NC(=O)C1CCN(C(=O)c2ccc(F)c(S(=O)(=O)N3CCOCC3)c2)CC1,-5%,-5%,-11%,nt,0%,nt,22%,-7%,-2
Clc1ccccc1-c1ccc(/C=N/Nc2nncc(-c3ccccc3)n2)o1,2%,-11%,-1%,-17%,62%[activator],-21%,-1%,5%,-11
COc1cccc(OCC(O)CN2CCN(c3ccc(F)cc3)CC2)c1 (centres undefined),13%,-7%,12%,-1%,2%,4%,56%,-3%,3
FC(F)Oc1ccccc1/C=N/n1cnc2ccccc21,4%,-3%,-12%,-18%,1%,-23%,-2%,-9%,-3
COc1cc(C(=O)Nc2ccc3[nH]c(=O)sc3c2)cc(OC)c1OC,-1%,-16%,8%,0%,-16%,-9%,nt,-4%,6
Cn1nccc1C(=O)Nc1ccccc1C(=O)O,-4%,10%,-2%,27%,68%[activator],-4%,18%,-14%,-5
COc1ccc(-c2csc(N(CC(C)C)C(=O)c3ccco3)n2)cc1,5%,-18%,-25%,-22%,-8%,-14%,31%,-12%,-3
Cc1cccc(N2CCN(C(=O)c3cc4c(=O)n(C)c5ccccc5c4s3)CC2)c1C,-4%,-2%,5%,27%,2%,-10%,nt,-11%,-7
COc1ccc(NC(=O)CN2C(=O)NC3(CCCC3)C2=O)cc1Cl,-9%,-19%,6%,8%,?,0%,61%[activator],-4%,-4
CC(CCCC(C)(C)O)CC1C2=C(CCCC2=O)OC2=C1C(=O)CCC2 (centres undefined),-3%,-18%,8%,8%,0%,-10%,7%,-16%,-5
CCOC(=O)CSc1nnc(CNC(=O)c2ccccc2OC)n1-c1ccc(OC)cc1,-4%,-6%,-4%,15%,3%,-13%,23%,-4%,-6
Cc1ccc(NC(=O)N2CC3CCCN3c3ccccc32)cc1Cl (centres undefined),-3%,-12%,-24%,-10%,-23%,?,nt,-7%,25
O=C(NC1CC1)C1=C[C@H](c2coc3ccccc3c2=O)C[C@H](OCc2ccc(CO)cc2)O1,5%,-13%,9%,nt,15%,nt,nt,-2%,1
Cc1nn(C)c2nc(NNC(=O)Nc3cc(Cl)nc(Cl)c3)cc(C(C)C)c12,nt,nt,-10%[60.1 µM],nt,?,-15%,-8%,nt,nt
Cc1ccc(-n2ncc3c2CC(C)(C)CC3NC(=O)c2c(C)noc2C)cc1 (centres undefined),-1%,3%,-11%,2%,0%,-3%,-19%,-14%,-3
CS(=O)(=O)N(CCc1ccccc1)CC(=O)NCc1ccccc1Cl,-2%,8%,-3%,37%,-21%,-4%,0%,-21%,0
CC(=O)Nc1cccc(NC(=O)CSc2nnc3ccc(-c4cccnc4)nn23)c1,-1%,14%,-11%,nt,-4%,nt,-4%,3%,16
CN(C(=O)CSc1nnc(-c2ccccc2F)o1)C1CCCCC1,2%,-8%,6%,-25%,-21%,?,nt,-14%,-8
COc1ccc(C(=O)C2CCN(C(=O)c3ccc(F)cc3)CC2)cc1,-16%,0%,-2%,20%,?,-17%,2%,-13%,-1
CC(C)c1ccc(NC(=O)CCS(=O)(=O)c2ccc(Br)s2)cc1,3%,21%,-28%,-28%,-17%,-3%,nt,-11%,-2
Cc1ccccc1Oc1ccc2c(c1)[C@@H]1C[C@H](N(C)C(=O)c3ccc(C#N)cc3)[C@H]([C@H](C)O)C(=O)N1CC2,4%,-9%,-1%,nt,8%,nt,nt,-19%,2

# Among those listed so far, seven contain fluorine:
SMILES,ERG Ets-DNA blk,RGS4 inhibitor,Pol kappa inh,Pol beta inh,12-LOX inh,Apoferritin bind,APEX1 inh,POLH inh,LDHA block
COC(=O)c1cc(NC(=O)c2ccc(F)cc2)cc(C(=O)OC)c1,-2%,14%,-4%,-1%,11%,-12%,-1%,-1%,-10
NS(=O)(=O)c1ccc(NC(=O)COC(=O)C2(c3ccccc3F)CCCC2)cc1,-12%,9%,-17%,2%,-15%,0%,-3%,-17%,2
NC(=O)C1CCN(C(=O)c2ccc(F)c(S(=O)(=O)N3CCOCC3)c2)CC1,-5%,-5%,-11%,nt,0%,nt,22%,-7%,-2
COc1cccc(OCC(O)CN2CCN(c3ccc(F)cc3)CC2)c1 (centres undefined),13%,-7%,12%,-1%,2%,4%,56%,-3%,3
FC(F)Oc1ccccc1/C=N/n1cnc2ccccc21,4%,-3%,-12%,-18%,1%,-23%,-2%,-9%,-3
CN(C(=O)CSc1nnc(-c2ccccc2F)o1)C1CCCCC1,2%,-8%,6%,-25%,-21%,?,nt,-14%,-8
COc1ccc(C(=O)C2CCN(C(=O)c3ccc(F)cc3)CC2)cc1,-16%,0%,-2%,20%,?,-17%,2%,-13%,-1
